AmpC det inh: inhibitors of E. coli AmpC beta-lactamase with detergent; P00811; Potency, µM (series often up to 28.7 µM), without a hit: at the top dose activity change, negative = inhibition; 0.09% of 71,000 active; purified AmpC, nitrocefin hydrolysis with detergent; active means well fitted curve in the direction sought with a large enough effect
Target sequence (P00811 whole entry, looked up): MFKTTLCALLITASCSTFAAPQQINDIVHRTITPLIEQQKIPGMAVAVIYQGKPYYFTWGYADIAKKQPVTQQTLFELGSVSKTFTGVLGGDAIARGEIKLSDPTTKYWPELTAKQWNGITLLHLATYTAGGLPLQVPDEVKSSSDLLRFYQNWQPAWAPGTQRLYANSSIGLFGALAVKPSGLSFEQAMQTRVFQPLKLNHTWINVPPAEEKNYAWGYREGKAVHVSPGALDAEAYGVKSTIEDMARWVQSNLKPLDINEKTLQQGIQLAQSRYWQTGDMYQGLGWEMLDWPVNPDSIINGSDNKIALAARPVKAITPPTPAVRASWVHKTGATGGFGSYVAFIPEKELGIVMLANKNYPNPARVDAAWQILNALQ
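E. coli AmpC (5.3 nM) in 20 mM phosphate pH 7.0 with 0.01% Triton X-100, preincubated 15 min RT with compound; nitrocefin (2 uL of 800 uM stock) hydrolysis followed by 480 nm absorbance every 20 s over 4 min.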
An asterisk follows results filed as active; & = joins results of further samples; [ ] = dose if it differs, or a comment. On the % scale 0 is the no-effect control and ±100 the full control effect; potency means the concentration at half of the fitted maximal effect.

SMILES	AmpC det inh
COc1ccc(N2CCN(C(=O)C3CCN(S(=O)(=O)N4CCOCC4)CC3)CC2)cc1	-4%
CCCN1CCC[C@@H]2Cc3nc(N)ncc3C[C@H]21	-4%
O=C(O)CC(NC(=O)C(c1ccccc1)c1ccccc1)c1ccco1 (configuration not stated)	-5%
CCCCCn1c(=O)c(-c2nc3ccccc3c(=O)[nH]2)c(O)c2ccccc21	-1%
Oc1c(C(c2cccs2)N2CCC3(CC2)OCCO3)sc2ncnn12 (configuration not stated)	11%
CCc1cccc(NC(=O)CN(C)S(=O)(=O)c2cnc[nH]2)c1	7%
Cc1nn(CCC#N)c2nc(C(F)(F)F)[nH]c(=O)c12	1%
CCOC(=O)C1CCN(S(=O)(=O)c2cccc(-c3csc(C)n3)c2)CC1	0%
CN(C)c1ncc2nc(-c3cc(F)cc(F)c3)c(=O)n(C)c2n1	-4%
N=C(N)SCC(=O)O	-3%[5.75 µM]
Cc1nc(SCc2ccc(Br)cc2)[nH]c(=O)c1C	-4%
Cc1ccc2oc(-c3cccc(NC(=O)C4CCCO4)c3)nc2c1 (configuration not stated)	-2%
CCCN(CCC)C(=O)c1c(C)[nH]c(C(=O)OCC)c1C	7%
Clc1nnc2ccc(-c3ccccc3)nn12	4%
O=C(CC1NC(=O)NC1=O)Nc1cccc2ccccc12 (configuration not stated)	-7%
CCc1nc(SCc2ccccn2)c2c(=O)n(C)c(=O)n(C)c2n1	11%
CC[C@]1(C2=NCCN2)Cc2ccccc2O1	0%&-1%
Cc1ccc2[nH]c(=O)c(CN(CCO)C(=O)NCc3ccccc3)cc2c1	-1%
CN1CCN(C(=O)CN2C(=O)CC(C)(C)S(=O)(=O)c3ccccc32)CC1	-2%
COc1ccc(NC(=O)c2ccc(=O)oc2)cc1	3%
Cn1c(=O)c(=O)n(C)c2cc(S(=O)(=O)N3CCN(Cc4ccccc4)CC3)ccc21	0%
CC1(C)NC(=O)NC2(C)NC(=O)NC(C)(C)C12 (configuration not stated)	13%
CC(C)Cc1nc(N2CCC(C(N)=O)CC2)c2nnn(Cc3ccccc3)c2n1	-1%
CCOC(=O)N1CCN(c2c(-c3ccc(C(C)C)cc3)c(=O)c2=O)CC1	0%
O=C1C2CCCN2C(c2cccc(Br)c2)N1c1ccc(F)cc1 (configuration not stated)	3%
CCC(=O)c1ccc(OC(=O)c2ccc(Br)o2)cc1	-3%
O=C(NCCc1ccccc1)C1CCN(S(=O)(=O)N2CCCC2)CC1	-4%
CC(=O)c1cc(-c2ccccc2)[nH]c1N1CCCC1	-2%
CC(C)CCN1CC(C(=O)N2CCN(c3ccc(F)cc3)CC2)CC1=O (configuration not stated)	0%
CCC(=NCCO)c1c(O)n(-c2ccccc2)c(=O)[nH]c1=O	-3%
Cc1cc(C)c(C#N)c(SCC(=O)CC(=O)OC(C)C)n1	-3%
O=C(c1ccncc1)N1CCC[C@@]2(CCN(Cc3cc(C(F)(F)F)cc(C(F)(F)F)c3)C2)C1	0%
Cc1nc2sc3c(c2c(=O)n1/N=C/c1ccco1)CCCC3	-2%
CN=C(Nc1cc(C)nn1CCC#N)c1ccccc1	3%
Cc1ccc(OCC(=O)Nc2ccc(N3CCOCC3)cc2)cc1	-2%
CCOC(=O)c1ccccc1C(=O)OCC	9%&12%
CC(C)(C)c1nc(SCC(=O)NCc2ccco2)c2ccccc2n1	1%
O=C1CCCN1c1ccc(S(=O)(=O)N2CCC(c3ccccc3)CC2)cc1	-3%
COc1ccccc1-c1c(C)nn2c(NCCN3CCCC3)cc(C)nc12	6%
CC(=O)Nc1cc(N2C(=O)CCC2=O)ccc1Cl	19%
Cc1ccc(-c2noc(CCC(=O)NCCN3CCOCC3)n2)cc1	-1%
COc1ccc2nc(NC(=O)CSc3nc4ccccc4o3)sc2c1	-1%
CCOC(=O)c1ccc(Oc2nc(NC)nc(SC)n2)cc1	-3%
CC(C)N1C(=O)CCC1C(=O)NCCc1ccc(Cl)cc1 (configuration not stated)	3%
CCCCOc1ccc(S(=O)(=O)n2c(C)nc3ccccc32)cc1	1%
O=C1c2sc3nc4ccccc4n3c2C(=O)N1c1ccccc1Cl	12%
Cc1ccc(OCC(=O)NCc2ccccn2)cc1	2%
COc1cccc(OC)c1OCCCc1c(C)n[nH]c1C	10%
CCOc1ccccc1Nc1nc(N)nc(CSc2nncn2C)n1	-3%
Cc1onc(-c2ccncc2)c1C(=O)O	-4%

More entries.
SMILES	AmpC det inh
CCC/C=N/O	8%
CC1CC(C)CN(S(=O)(=O)c2ccc(C(=O)Nc3nnc(-c4cccs4)o3)cc2)C1 (configuration not stated)	8%
c1ccc(OCCCCn2cnc3ccccc32)cc1	-4%
CC1CCCCC1NC(=O)C1CCN(S(=O)(=O)N2CCCCCC2)CC1 (configuration not stated)	-5%
CN1CCN(C(=O)C2CCN(S(=O)(=O)c3ccc4c(c3)oc(=O)n4C)CC2)CC1	9%
c1ccc(CCCNc2ncnc3nc[nH]c23)cc1	12%
Cc1cccc(OCc2nnc(SCC(=O)NCCc3ccccc3)o2)c1	-4%
O=C(Nc1ncc(Br)s1)C1CCCN1S(=O)(=O)c1cccc2cccnc12 (configuration not stated)	12%
O=C(CCn1c(=O)[nH]c2ccsc2c1=O)N1CCN(c2cccc(Cl)c2)CC1	11%
O=C(COC(=O)c1ccccn1)NCCCc1ccccc1	-1%
COc1cccc(-c2csc(N3CCN(C(=O)C4CCCCC4)CC3)n2)c1	8%
Oc1ccccc1CNCc1ccccc1O	-3%[5.75 µM]
COc1ccc(C)cc1S(=O)(=O)N1CCN(S(=O)(=O)c2cc(C)ccc2OC)CC1	-2%
CCOCCCNC(=O)C(c1ccc(C)cc1)N1CCOCC1 (configuration not stated)	3%
CCC1CCCCN1C(=O)CSc1nnc(-c2ccc3c(c2)OCCO3)o1 (configuration not stated)	-4%
COc1ccc(-c2nc3cnc(N4CCN(C)CC4)nc3n(Cc3cccs3)c2=O)cc1	-2%
CCOC(=O)c1c(N)sc(C(=O)N2CCCC2)c1C	-7%
O=C1NCCCC1C(=O)N1CCN(C(=O)c2ccco2)CC1 (configuration not stated)	0%
N=c1c(C(=O)NCc2ccc(F)cc2)cc2c(=O)n3ccccc3nc2n1CC1CCCO1 (configuration not stated)	-1%
CCN(CC)CCCn1c(-c2ccccc2)nc2c(N(CCOC)CCOC)nc(C)nc21	10%

Filtered by structure, the compounds so far containing a CF3 group (2)
SMILES	AmpC det inh
Cc1nn(CCC#N)c2nc(C(F)(F)F)[nH]c(=O)c12	1%
O=C(c1ccncc1)N1CCC[C@@]2(CCN(Cc3cc(C(F)(F)F)cc(C(F)(F)F)c3)C2)C1	0%

(further entries)
SMILES	AmpC det inh
O=C(CSc1nc2ccccc2c(=O)n1Cc1ccco1)N1CCCCCC1	-3%
Cc1cc(NC(=O)COc2cccc(Oc3ccccc3)c2)no1	0%
CCOC(=O)N1CCN(c2c(NCc3ccccc3OC)c(=O)c2=O)CC1	13%
Cc1cc(Br)ccc1NC(=O)CNC(=O)CN1C(=O)NC2(CCCCCC2)C1=O	2%
CN(CCNC(=O)C1CC(=O)N(c2ccc(F)c(Cl)c2)C1)Cc1ccccc1 (configuration not stated)	0%
COC(=O)C1=C(C)OC(N)=C(C#N)C1c1ccccc1 (configuration not stated)	0%
c1ccc(Oc2cc(-n3cccn3)ncn2)cc1	0%
CC(C)c1ccc(NC(=O)C(c2ccccc2)N2CCN(C(=O)c3ccco3)CC2)cc1 (configuration not stated)	-3%
CCCn1c(N)c(C(=O)COC(=O)c2c(C)noc2C)c(=O)n(C)c1=O	0%
O=C(NCCc1ccc(Cl)cc1)C1CCN(S(=O)(=O)c2ccc(-n3cnnn3)cc2)CC1	3%
COCC(C)n1c(C)cc(C(=O)COC(=O)c2nc3nc(C)cc(C)n3n2)c1C (configuration not stated)	-1%
CC(=O)N(CCO)Cc1cc2cc(C)cc(C)c2[nH]c1=O	-1%
CCn1cc(C(=O)NCCCOC)c2cc(OC)c(OC)cc2c1=O	10%
COCCNC(=O)C(OC(=O)CC1Sc2ccccc2NC1=O)c1ccncc1 (configuration not stated)	13%
COc1ccc(C2=NOC(C(=O)Nc3cc(C)nn3-c3ccccc3)C2)cc1OC (configuration not stated)	15%
Cc1ccc(CN2CCN(C(=O)C3CCC3)CC2)cc1	-1%
O=C(O)CCNc1ccc2c(c1)OCCO2	1%
CCCc1cc(=O)oc2cc(OCC(=O)OC)cc(OCC(=O)OC)c12	-1%
N#Cc1ccc(CSc2nnc(Cc3cccs3)n2Cc2ccco2)cc1	-4%
CN1CCc2cc3c(cc2[C@@H]1[C@@H]1OC(=O)c2c1ccc1c2OCO1)OCO3	-1%[12.8 µM]
COCCNc1nc(C)nc2c1nc(-c1ccccc1)n2CC1CCN(C)CC1	10%
C/C=C/c1ccc(OCCCCN2C(=O)NC(C)(C)C2=O)c(OC)c1	9%
COc1ccccc1-c1nnc2sc(-c3ccc(N(C)C)cc3)nn12	0%
COc1ccc2c(c1OC)C(=O)OC2CC(=O)c1ccc(O)cc1 (configuration not stated)	10%
CC(=O)c1ccc(OCC(C)C)c(CN2CCCCC2)c1	0%
CC(=O)Nc1ccc(C(=O)Nc2ccc(S(=O)(=O)NCC3CCCO3)cc2)cc1 (configuration not stated)	1%
CCCCCCn1c(CN2CCCCC2)nc2c1c(=O)n(C)c(=O)n2C	-3%
FC(F)(F)c1cc(CN2CCC3(CCNCC3)CC2)cc(C(F)(F)F)c1	0%
CCCC/C(C)=C/[C@@H](NP(=O)(c1ccccc1)c1ccccc1)c1ccccc1	14%
CNc1nc(CC(C)=O)ns1	10%

Some of these compounds in order of length of the SMILES, high to low.
SMILES	AmpC det inh
O=C(NCCc1ccc(Cl)cc1)C1CCN(S(=O)(=O)c2ccc(-n3cnnn3)cc2)CC1	3%
CN1CCc2cc3c(cc2[C@@H]1[C@@H]1OC(=O)c2c1ccc1c2OCO1)OCO3	-1%[12.8 µM]
CCCC/C(C)=C/[C@@H](NP(=O)(c1ccccc1)c1ccccc1)c1ccccc1	14%
COCC(C)n1c(C)cc(C(=O)COC(=O)c2nc3nc(C)cc(C)n3n2)c1C (configuration not stated)	-1%
COc1ccc(C2=NOC(C(=O)Nc3cc(C)nn3-c3ccccc3)C2)cc1OC (configuration not stated)	15%
CCCn1c(N)c(C(=O)COC(=O)c2c(C)noc2C)c(=O)n(C)c1=O	0%
FC(F)(F)c1cc(CN2CCC3(CCNCC3)CC2)cc(C(F)(F)F)c1	0%
COCCNc1nc(C)nc2c1nc(-c1ccccc1)n2CC1CCN(C)CC1	10%
CCCc1cc(=O)oc2cc(OCC(=O)OC)cc(OCC(=O)OC)c12	-1%
CCCCCCn1c(CN2CCCCC2)nc2c1c(=O)n(C)c(=O)n2C	-3%
COc1ccccc1-c1nnc2sc(-c3ccc(N(C)C)cc3)nn12	0%
N#Cc1ccc(CSc2nnc(Cc3cccs3)n2Cc2ccco2)cc1	-4%
CCn1cc(C(=O)NCCCOC)c2cc(OC)c(OC)cc2c1=O	10%
CC(=O)N(CCO)Cc1cc2cc(C)cc(C)c2[nH]c1=O	-1%
CC(=O)c1ccc(OCC(C)C)c(CN2CCCCC2)c1	0%
Cc1ccc(CN2CCN(C(=O)C3CCC3)CC2)cc1	-1%
O=C(O)CCNc1ccc2c(c1)OCCO2	1%
CNc1nc(CC(C)=O)ns1	10%

The list goes on.
SMILES	AmpC det inh
COC(=O)c1cccc(NC(=O)Cc2coc3cc(OC)ccc23)c1	-2%
CCOC(=O)N1CCN(Cc2nc3c(c(=O)n(C)c(=O)n3C)n2Cc2ccccc2)CC1	12%
Cc1ccc(N2CCN(S(=O)(=O)N(C)C)CC2)cc1Cl	-1%
CCOC(=O)N1CCN(c2cc(=O)n(-c3ccc(OCC)cc3)c(=O)[nH]2)CC1	-5%
O=C(O)C1C2C=CC(O2)C1C(=O)NCc1ccc2c(c1)OCO2 (configuration not stated)	0%
Cc1c(C#N)c2ccccc2n1CCOc1ccccc1F	4%
COc1cc(S(=O)(=O)N2CCOCC2)cc(C(=O)c2nccn2C)c1OC	14%
CCn1c(-c2c[nH]c3ccccc23)n[nH]c1=S	1%
COc1ccccc1C1C(C(=O)NCc2ccccc2)=C(C)Nc2ncnn21 (configuration not stated)	-3%
COc1c2c(nc3ccccc13)O[C@@H]([C@@](C)(O)CO)C2	-2%
CN(C)C=Nc1c(Br)cc(Br)c2nonc12	-1%
CCC(=O)N1CCc2cc(S(=O)(=O)NCCC(=O)N3CCN(c4ccccn4)CC3)ccc21	0%
CC(C)(C)NC(=O)C(c1ccccn1)N(C(=O)c1ccc2c(c1)OCCO2)C1CCCC1 (configuration not stated)	-2%
Cc1ccccc1-c1cncnc1N(C)Cc1ccco1	8%
Cc1cccc(-n2nnnc2SC(C)C(=O)NCCC2=CCCCC2)c1 (configuration not stated)	27%
O=C1N=C(N2CCOCC2)S/C1=C1\C(=O)N(Cc2ccccc2)c2ccccc21	7%
Cc1ccc(C(=O)Nc2nc3ccccc3c(=O)s2)cc1	-1%
COc1cc(OC)cc(-c2nnc(SCc3c(F)cccc3Cl)o2)c1	-6%
COc1ccc(C2CC(C(F)(F)F)n3nc(C(=O)NCc4cn(C)nc4C)c(Cl)c3N2)cc1 (configuration not stated)	-3%
CC(C)C(=O)Nc1ccc(N2CCN(C(=O)c3cccs3)CC2)cc1	-1%
CS(=O)(=O)N(CC(=O)NCC1CCCO1)c1ccc(F)c(Cl)c1 (configuration not stated)	-4%
O=C(CSc1nnc(-c2cccs2)n1-c1ccccc1)N1CCCC1	-3%
CC1(C)CC2CC(C)(CN2C(=O)CN2C(=O)c3ccccc3C2=O)C1 (configuration not stated)	-3%
CCOC(=O)c1[nH]c(C)c(C(=O)N2CCN(C(=O)OCC)CC2)c1CC	-1%
CC(C)(Oc1ccc(Cl)cc1)C(=O)Nc1ccc2oc(-c3ccncc3)nc2c1	-9%
C[N+]1(NCC[N@@+]2(C)CCc3ccccc3C2)CCCCC1	-4%[5.75 µM]
CN(C)c1nc(-c2ccccc2C(F)(F)F)nc2ccccc12	8%
COc1ccc(N2CCN(C(=O)CCn3nnc4ccccc43)CC2)cc1	12%
CCCN1C(=O)C(O)(CC(=O)c2cccc(OC)c2)c2ccccc21 (configuration not stated)	-9%
O=C(CC(c1ccccc1)c1cc(Cl)ccc1O)N1CCOCC1 (configuration not stated)	-3%
CC(=O)NC(CCS(C)(=O)=O)C(=O)Nc1ccccc1C (configuration not stated)	-5%

An excerpt. The share of hits here may be higher or lower than overall.
